# EPAC2 agonist = agonists of human EPAC2 (RAPGEF4); Q8WZA2; EPAC2 activation, biochemical qHTS; response scale: 100% = 6.5 mM cAMP response; Potency, µM (series often up to 154 µM), without a hit: at the top dose activation, usual class: activators; 360,000 compounds, 0.079% hits; AID 720711; further: potency means the concentration at half of the fitted maximal effect; nearly all actives have a fitted effect of over 50% in size
#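 In this primary screen, activation is scored as increased exchange of BODIPY-GDP from Rap1B by 100 nM EPAC2, with 50 uM GDP as competitor. Signal is normalized to the 6.5 mM cAMP agonist control.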
# MmCpn inh = inhibitors of Methanococcus maripaludis chaperonin (MmCpn) | purified Mm-Cpn ATPase, ADP Transcreener TR-FRET | 330,000 compounds, 0.031% hits | Potency, µM (doses to about 76.9 µM), without a hit: at the highest dose activity, negative = inhibition, most hits filed as inhibitors; further: potency means the concentration at half of the fitted maximal effect; on the % scale 0 is the no-effect control and ±100 the full control effect; nearly all actives have a fitted effect of over 80% in size
#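 Quantitative HTS used 25 nM Mm-CPN and 10 uM ATP in magnesium/KCl Tris buffer, pH 7.4, with 1 mM DTT. Hydrolysis ran 30 min at 37°C; ADP was read by HTRF.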
# EPAC2 antagonist = antagonists of human EPAC2. Q8WZA2. EPAC2 GEF exchange of Rap1B-BODIPY-GDP, fluorescence. Potency, µM (titrated, usually from 114 µM), for inactives: at the top dose activity, negative = inhibition, actives largely listed as inhibitors. 360,000 compounds, 0.18% hits; further: potency means the concentration at half of the fitted maximal effect; on the % scale 0 is the no-effect control and ±100 the full control effect; nearly all actives have a fitted effect of over 45% in size; many of its hits are not listed in these tables
# DRD3 antagonist = blocks the human D3 dopamine receptor. P35462. D3R cells, DiscoveRx beta-arrestin luminescence, antagonist mode; hits give low values. max response, negative = inhibition, %. 360,000 compounds, 2.5% hits. AID 652054; in the data active means max response below about -50%; inconclusive means no clear call, values can overlap the other calls; further: on the % scale 0 is the no-effect control and ±100 the full control effect; mostly tested at two doses, the higher about 12 µM
# Target sequence (P35462 whole entry, looked up): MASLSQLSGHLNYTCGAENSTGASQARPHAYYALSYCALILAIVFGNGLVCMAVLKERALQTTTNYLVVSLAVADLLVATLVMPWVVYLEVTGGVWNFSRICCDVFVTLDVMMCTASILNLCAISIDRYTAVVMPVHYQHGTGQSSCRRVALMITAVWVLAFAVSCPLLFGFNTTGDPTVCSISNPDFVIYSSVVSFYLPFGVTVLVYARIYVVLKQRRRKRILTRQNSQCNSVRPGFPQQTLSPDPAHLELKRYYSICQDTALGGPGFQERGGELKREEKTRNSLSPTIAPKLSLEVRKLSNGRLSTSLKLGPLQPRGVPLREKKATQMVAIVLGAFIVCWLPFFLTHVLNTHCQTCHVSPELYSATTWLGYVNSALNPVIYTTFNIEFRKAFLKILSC
#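 Cells expressing the human receptor were seeded at 1500 cells/well, incubated overnight at 37 degrees C in 5% CO2, then exposed to library compounds with dopamine controls for 90 minutes at 37 degrees C before luminescent detection.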
# PTHR1 agonist = activates the human parathyroid hormone receptor PTHR1 | Q03431 | HEK293 GP2 PTHR1 cells, GloSensor cAMP luminescence, 1 h | Potency, µM (doses to about 115 µM), without a hit: top-dose activation, most hits filed as activators | 410,000 compounds, 0.075% hits; further: potency means the concentration at half of the fitted maximal effect; nearly all actives have a fitted effect of over 55% in size; some results filed as inactive show a strong effect at the top dose; inactives centre near -15; many of its hits are not listed in these tables
# Target sequence (Q03431 whole entry, looked up): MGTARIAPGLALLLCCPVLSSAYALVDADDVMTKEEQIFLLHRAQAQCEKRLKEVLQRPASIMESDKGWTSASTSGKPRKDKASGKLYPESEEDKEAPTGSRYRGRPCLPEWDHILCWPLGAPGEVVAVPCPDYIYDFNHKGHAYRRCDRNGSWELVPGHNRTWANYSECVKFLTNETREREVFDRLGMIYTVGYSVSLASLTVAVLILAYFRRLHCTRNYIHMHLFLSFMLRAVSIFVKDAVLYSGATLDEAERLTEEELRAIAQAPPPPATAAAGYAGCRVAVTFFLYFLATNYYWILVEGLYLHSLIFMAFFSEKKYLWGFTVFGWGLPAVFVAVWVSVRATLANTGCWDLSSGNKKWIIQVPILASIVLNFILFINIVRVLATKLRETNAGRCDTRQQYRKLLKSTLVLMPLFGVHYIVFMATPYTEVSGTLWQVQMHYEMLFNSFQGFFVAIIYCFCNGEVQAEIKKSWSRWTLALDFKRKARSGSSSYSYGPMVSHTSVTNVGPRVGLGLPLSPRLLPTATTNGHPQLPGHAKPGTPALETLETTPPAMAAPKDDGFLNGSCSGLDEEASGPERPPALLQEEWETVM
#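 HEK-293-derived GP2 cells expressing PTHR1 and a GloSensor cAMP reporter, 3,000/well, plated overnight, given luciferin plus IBMX (each 0.5 mM as added) for 1 h at 37 °C, then compound for 1 h at 37 °C. Luminescence was read after 15 min at room temperature.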
# D3 ag = D3 dopamine receptor (human) agonism; D3R DiscoveRx beta-arrestin cells, luminescence, 90 min; AID 652048; 410,000 compounds, 0.58% hits; P35462; max activation, %; in the data active means max activation above about 30%; further: 0% is about no effect; mostly tested at two doses, the higher about 12 µM
#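 Agonist-mode cell screen: cells plated at 1500/well and incubated overnight at 37 °C, then exposed to library compounds for 90 min at 37 °C. Detection reagent was added for 30–60 min at room temperature, and luminescence was read.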
# CCT modulator = cytosolic chaperonin activity modulation. activity change, % (no concentration beside the values), hits read low. purified chaperonin ATPase assay, HTRF ADP detection, 30 min. 360,000 compounds, 0.3% hits; in the data active means activity change below about -30%; further: on the % scale 0 is the no-effect control and ±100 the full control effect
#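 We incubate TRiC, 40 or 20 nM final, with library compounds at 76 uM and 10 uM ATP for 30 min at 37 °C. ADP formed is detected with Transcreener HTRF reagents after 30 min at room temperature.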
# pAkt inh = blocks phosphorylation of Akt; Neuro2A IGF-stimulated pAkt S473 HTRF, 20 min; hits give low values; activity change, % for hits at 50 µM; 360,000 compounds, 0.32% hits; AID 651550; in the data active means activity change below about -80%; inconclusive means mostly about -51% to -80%; further: on the % scale 0 is the no-effect control and ±100 the full control effect
#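 Neuro2A cells (4,500/well, DMEM with 0.5% FBS) were treated with compound at a single 50 µM final concentration, stimulated with 6 nM IGF for 20 min at 37 °C, and lysed. Phospho-Akt Ser473 was read by HTRF as 665/615 ratio ×10^4.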
# Active calls of the source: *; i = inactive; ? = inconclusive; nt = no result given; [ ] = remark or other dose. Unless noted, the call rests on the fitted dose curve; in most records, active means well fitted curve in the direction sought with a large enough effect; inconclusive means small, poorly fitted or top-dose-only effect, or another doubt; inactive means no such curve, though single readings can be large; an effect the other way counts as inactive or inconclusive.
SMILES,EPAC2 agonist,MmCpn inh,EPAC2 antagonist,DRD3 antagonist,PTHR1 agonist,D3 ag,CCT modulator,pAkt inh
O=C(COc1ccc(S(=O)(=O)N2CCCCC2)cc1)NCc1ccccn1,4%,0%,-1%,-19,i,-14,1.6,i
O=C(NCCc1nc2ccccc2[nH]1)C1CCC(=O)N(CCc2cccc(F)c2)C1 (centres undefined),3%,-1%,18%,-1,i,-3,-0.7,i
COc1ccc2[nH]c(C(=O)O)c(NS(=O)(=O)c3ccc(C)cc3C)c2c1,-6%,-2%,-11%,1,20%,2,0.3,i
COC(=O)c1ccccc1NC(=O)Oc1ccc(F)cc1,7%,0%,-10%,-15,-20%[57.5 µM],3,-3.3,nt
O=C(COc1ncnc2ccc(Br)cc12)Nc1ccc(N2CCOCC2)cc1,-5%,2%,2%,-13,i,2,0.3,i
OCCNc1ncnc2c1sc1nc(N3CCOCC3)c3c(c12)CCC3,6%,1%,14%,-7,6%,0,-6.0,i
Cc1ccc(C)c(C(=O)CN2C(=O)NC3(CCC(C)CC3)C2=O)c1 (centres undefined),2%,1%,3%,-5,-51%,-21,-2.2,i
CCCCCC(=O)Nc1ccc(C2C(=O)c3ccccc3C2=O)cc1,-7%,0%,?,2,-19%,2,0.3,i
C/C(CC(=O)Nc1ccccn1)=N\NC(=O)c1cccc(C)c1,21%,-1%,1%,-16,-36%[inhibitor],-1,-0.4,i
COc1ccc(C[C@@H]2CN3C(=NC[C@@H]3C)N2CCNC(=O)c2ccc(C)c(Br)c2)cc1,-2%,nt,1%,-52*,-23%,-58,-0.6,i
O=C(CCc1ccc(S(=O)(=O)NC2CCCCC2)cc1)NCc1cccnc1,4%,3%,-4%,-17,13%,-2,0.3,i
O=c1[nH]c(/C=C/c2ccc(Cl)cc2Cl)c([N+](=O)[O-])c(=O)[nH]1,-8%,0%,?,3,-12%,-5,1.1,i
Cc1ccc(C(=O)CCC(=O)OCC(=O)N(CC(C)C)c2c(N)n(Cc3ccccc3)c(=O)[nH]c2=O)cc1,-5%,1%,1%,-2,-24%,1,-0.2,i
COC(=O)c1ccc(Nc2nc(C)cc(=O)[nH]2)cc1,-1%,3%,-2%,4,-2%[57.5 µM],0,-2.0,i
Cc1ccc(NC(=O)CC2C(=O)OCC3CCCCN32)cc1Cl (centres undefined),6%,0%,2%,-18,-8%,0,-0.4,i
CCn1c(SCc2ccccc2)nnc1-c1ccc(S(=O)(=O)N2CCCCC2)cc1,-1%,-20%,7%,-5,-42%[inhibitor],0,-1.7,i
O=C(NC1CC1)C1CCN(S(=O)(=O)c2cc(Cl)ccc2Cl)CC1,-1%,-1%,11%,-10,i,4,-0.2,i
Cc1ccc2nc(-c3ccc(NC(=O)COC(=O)c4ccc(Br)o4)cc3)sc2c1,4%,-3%,16%,17,-35%,-2,3.1,i
Cc1nnc(SCC(=O)Nc2ccc(N3CCOCC3)cc2)n1-c1ccccc1,4%,0%,9%,11,i,4,-1.6,i
O=[N+]([O-])c1cccc(-c2nc(-c3ccncc3)no2)c1,-12%,2%,-7%,3,-12%,1,-0.8,i
c1ccc(C2=Nn3c(nnc3-c3cc(-c4ccccc4)n[nH]3)SC2)cc1,12%,-1%,10%,19,-44%[inhibitor],-1,0.8,i
COCCNC(=O)c1ccccc1N(Cc1ccccc1)S(=O)(=O)c1ccccc1,12%,nt,-1%,-1,i,-2,-0.4,i
COc1cc(NS(=O)(=O)c2ccc(NC(=O)c3ccc([N+](=O)[O-])cc3)cc2)ncn1,3%,-2%,-2%,?,-24%,-11,-0.7,i
CC(C)c1ccc(Nc2ccc(C(=O)O)cc2[N+](=O)[O-])cc1,0%,1%,-23%,-19,i,3,-3.2,i

# Compound profiles (already shown).
# Listed for c1ccc(C2=Nn3c(nnc3-c3cc(-c4ccccc4)n[nH]3)SC2)cc1 : EPAC2 agonist = 12%; MmCpn inh = -1%; EPAC2 antagonist = 10%; DRD3 antagonist = 19; PTHR1 agonist = -44%[inhibitor]; D3 ag = -1; CCT modulator = 0.8; pAkt inh = i
# Listed for O=[N+]([O-])c1cccc(-c2nc(-c3ccncc3)no2)c1 : EPAC2 agonist = -12%; MmCpn inh = 2%; EPAC2 antagonist = -7%; DRD3 antagonist = 3; PTHR1 agonist = -12%; D3 ag = 1; CCT modulator = -0.8; pAkt inh = i
# Listed for CCn1c(SCc2ccccc2)nnc1-c1ccc(S(=O)(=O)N2CCCCC2)cc1 : EPAC2 agonist = -1%; MmCpn inh = -20%; EPAC2 antagonist = 7%; DRD3 antagonist = -5; PTHR1 agonist = -42%[inhibitor]; D3 ag = 0; CCT modulator = -1.7; pAkt inh = i

# Going on with the list:
SMILES,EPAC2 agonist,MmCpn inh,EPAC2 antagonist,DRD3 antagonist,PTHR1 agonist,D3 ag,CCT modulator,pAkt inh
CC1CCCCC1NC(=O)CSc1nnc(N)s1 (centres undefined),0%,0%,5%,9,-3%[57.5 µM],-1,-2.5,i
COc1ccc(C2NC(=O)C(C#N)=C(S)N2c2ccccc2)cc1OC (centres undefined),-5%,1%,12%,-14,i,-5,0.0,i
CCOC(=O)Cn1c(=O)oc2cc(S(=O)(=O)N3CCC(N4CCCCC4)CC3)ccc21,14%,1%,-1%,19,-11%,1,-1.2,i
COc1ccc(NS(=O)(=O)c2cc(C(=O)N3CCN(C(C)=O)CC3)ccc2Cl)cc1,7%,2%,-3%,-5,i,-7,0.0,i
COc1ccc(-c2nc3c(Cl)cc(C(F)(F)F)cn3c2Cc2ccccc2C(F)(F)F)cc1OC,-14%,nt,6%,12,0%,0,-0.7,i
COc1ccc2cc(C(=O)NCc3ccccc3)c(=Nc3ccc(C(=O)O)cc3)oc2c1,4%,1%,-19%,22,-52%[inhibitor],0,1.5,i
CCCCN(C)C(=O)c1nc2ccccn2c1CN1CCSCC1,11%,1%,-13%,-18,14%,2,0.0,i
COc1ccccc1C(=O)N1CCC(C(=O)c2ccc(F)cc2)CC1,7%,-4%,3%,-70*,i,-33,-2.5,nt
CCC(=O)Nc1c2c(nn1-c1cccc(Cl)c1)CSC2,13%,0%,1%,-22,8%,-6,-4.4,i
O=C(Nc1nccs1)c1cc(-c2ccccc2)nn1-c1ccccc1,18%,-8%,1%,17,28%,-11,-1.9,i
CCn1c(SCC(=O)N2CCN(C)CC2)nc2c1c(=O)n(C)c(=O)n2C,4%,0%,8%,14,i,2,2.0,i
CCNc1cc2n(c(=O)n1)CCc1cc(OC)c(OC)cc1-2,7%,-4%,-13%,13,-3%[57.5 µM],0,0.0,i
O=Cc1ccccc1OCCCOc1cccc2cccnc12,8%,-6%,-6%,-21,-13%,2,-3.5,i
CSc1cc(-c2ccccc2)n(Cc2ccccc2Cl)c(=O)c1C#N,19%,-1%,2%,-21,i,-5,4.3,i
Cc1ccc2c(COC(=O)CNS(=O)(=O)c3ccccc3)cc(=O)oc2c1,3%,-3%,-15%,3,-37%[inhibitor],-3,1.6,i
Cc1cc(NC(=O)CCC(=O)N(c2ccc(F)cc2)C(C(=O)NC2CCCC2)c2ccccc2)no1 (centres undefined),-5%,?,-3%,-9,i,7,0.6,i
CC1=C(C(=O)N2CCOCC2)CC(CC(=O)NCc2ccco2)C(=O)N1Cc1ccc(F)cc1 (centres undefined),-5%,nt,5%,?,-25%,-8,1.7,i
COC(=O)c1ccccc1S(=O)(=O)N1CCn2cccc2C1C (centres undefined),12%,0%,-2%,-16,i,-4,-5.2,i
Cc1ccc(C)c(N(CC(=O)NC2CCCC2)C(=O)CNC(=O)c2cccs2)c1,7%,0%,0%,-12,i,2,-1.0,i
COc1ccc(OC)c(/C=N/NC(=O)CSc2nnc(C)n2-c2ccccc2)c1,8%,1%,-3%,?,i,-1,2.5,i
Clc1cccc(N=C2NN=C(c3ccc4c(c3)OCCO4)CS2)c1,10%,-9%,19%,-13,i,0,0.7,i
O=C(Cn1c(-c2ccccc2)c[n+]2ccsc12)c1ccc(Br)cc1,7%,0%,2%,-2,-1%,3,-2.1,i
C=CCSc1nc2ccccc2c2nc(-c3ccccc3)nn12,-1%,3%,-9%,-3,i,-18,-1.2,i
CCOc1ccccc1NC(=O)c1ccccc1-c1nc(-c2ccccc2OC)no1,3%,0%,-7%,-5,-2%,7,-6.3,i
CCOC(=O)Cc1csc(NC(=O)c2cccnc2)n1,-1%,2%,15%,14,i,-6,1.1,i
O=C1N=c2ccccc2=C1c1sc(=S)n(-c2ccc(O)cc2)c1O,1%,1%,-6%,-11,-8%,-10,-0.3,i
CCOc1ccc(NC(=O)CN2C(=O)CSc3ccc(S(=O)(=O)N4CCOCC4)cc32)cc1,-7%,4%,-2%,1,-24%,0,-4.0,i
COc1cc(OC)c(C2C(C#N)=C(N)Oc3cc(C)n(CCCN4CCOCC4)c(=O)c32)cc1OC (centres undefined),8%,2%,4%,4,i,-5,0.3,i
COc1ccc(S(=O)(=O)N2CCCCC2)cc1NC(=O)CN1CCN(C(C)=O)CC1,10%,-8%,3%,21,i,6,-1.6,i
Cc1cc(C)c2sc(N(CCCN(C)C)C(=O)c3ccc(S(=O)(=O)N(C)C4CCCCC4)cc3)nc2c1,-6%,1%,-5%,?,i,-6,-1.3,i
CN(c1ccccc1C(=O)Nc1ccc2c(c1)n(C)c(=O)n2C)S(C)(=O)=O,-1%,1%,3%,8,i,-6,0.6,i
C=C1C(C(=O)Nc2ccc(F)cc2)C1C(=O)Nc1ccc(F)cc1 (centres undefined),6%,0%,0%,-1,-23%,-1,-0.9,i
Cc1c(-c2ccc(Cl)cc2)oc(=O)c2c(N)n(-c3ccccc3)nc12,-5%,-1%,2%,0,-29%,8,0.2,i
CCOCCCN(C)C1CCN(C(=O)c2oc3ccccc3c2NC(=O)c2ccc([N+](=O)[O-])cc2)CC1,5%,1%,0%,-24,i,-17,-1.0,i
N#C/C(=C/c1ccccc1)C(=O)NCc1ccccc1,8%,3%,-1%,-2,i,0,0.8,i
O=C(Nc1ccccc1C(=O)N1CCCC1)c1ccc(Cl)c([N+](=O)[O-])c1,-9%,2%,-7%,3,-8%,-4,1.2,i
Cc1cc(C)c2oc(-c3cccc(NC(=O)c4ccc(F)cc4)c3)nc2c1,-7%,0%,3%,0,-29%,-5,-3.1,i
CCCCN(Cc1nc2ccccc2c(=O)[nH]1)C(=O)CN1C(=O)NC2(CCCCC2)C1=O,5%,-1%,10%,3,-25%,2,1.4,i
O=C(NCc1cccc(Cl)c1)C1=CC=CN2CCS(=O)(=O)N=C12,1%,-2%,1%,30,14%,-2,1.1,i

# The list is partial; the hit share may differ from the screen's.
